Rtt109 Vps75: blocks Candida albicans Rtt109/Vps75 acetyltransferase activity. 330,000 tested, 0.16% active. AID 540336. Q5AAJ8. inhibition, % at 34.9 µM. purified Rtt109/Vps75, ThioGlo CoA-SH fluorescence, 4 h;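 active = inhibition of at least 50% in every replicate; inconclusive = best replicate reaches 50% inhibition but some replicates fall short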
HTR5A ag ctr: HTR5A agonism, opioid heterodimer counter-screen. 340,000 tested, 0.61% active. activation, % at 9.3 µM. P47898. HTR5A agonist assay, luminescence, cell-based; in the data active = activation mostly above about 9.5%, no sharp cut-off; inactive = mostly below about 7.6%;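 also: 0% = cells with vehicle only and 100% = reference agonist; strong numbers were not always called active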
Target sequence (P47898 whole entry, looked up): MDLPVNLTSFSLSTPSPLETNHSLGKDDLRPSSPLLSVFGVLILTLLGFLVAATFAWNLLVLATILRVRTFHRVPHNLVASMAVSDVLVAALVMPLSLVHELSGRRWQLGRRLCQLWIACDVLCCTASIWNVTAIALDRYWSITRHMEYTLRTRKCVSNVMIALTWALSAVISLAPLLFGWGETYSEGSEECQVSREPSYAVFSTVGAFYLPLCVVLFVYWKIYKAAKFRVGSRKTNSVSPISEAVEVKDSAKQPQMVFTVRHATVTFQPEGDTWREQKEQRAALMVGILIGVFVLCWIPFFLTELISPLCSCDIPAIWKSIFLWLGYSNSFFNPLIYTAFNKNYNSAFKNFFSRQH
SR-BI DiI-HDL act: SR-BI HDL lipid transfer activation | CHO ldlA[mSR-BI] cells, DiI-HDL uptake fluorescence, 3 h; 100 = double the neutral-control signal | activation, % at 12.5 µM | 320,000 tested, 0.096% active | AID 504775;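 active = mean replicate activation of at least 60% and every replicate at or above 60%; inconclusive = mean or all-replicate condition met, but not both; inactive = mean below 60% and not all replicates reaching 60%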;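 also: 0% = median plate neutral-control signal and 100% = twice that signal; values of inactives mirror those of a sister screen read the other way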
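Test system: SR-BI-overexpressing, LDLR-lacking CHO cells; Medium: Ham's F12 with 0.5% BSA, HEPES 25 mM, pH 7.4; Schedule: 3 h, 37 °C; Technique: bottom-read fluorescence, 550/595 nm.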
SR-BI HDL uptake: blocks mouse SR-BI lipid uptake from DiI-HDL; 320,000 tested, 0.96% active; Q61009; ldlA[mSR-BI] CHO cells, DiI-HDL uptake fluorescence, 3 h; inhibition, % at 12.5 µM; AID 488896;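 active = mean replicate inhibition of at least 70% and a set share of replicates each scoring 70 or more; inconclusive = meets just one of the two criteria; inactive = fails both criteria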;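 also: 0% = median of neutral control wells and 100% = median of positive control wells; values of inactives mirror those of a sister screen read the other way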
dFosB act: activators of mouse delta FosB homodimer. P13346. purified delta FosB, TAMRA-CDK5 oligo fluorescence polarization; percent of positive-control signal above neutral wells. activation, % at 25 µM. 340,000 tested, 0.99% active;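 active = mean activation above about 17%, with every replicate also reaching it, limit read from the data, passing the limit was not always enough; inconclusive = only one of the two conditions met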;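 also: fluorescence polarization rise as delta FosB binds a TAMRA Cdk5 AP-1 oligo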
CDK5 inh: inhibitors of human CDK5/p35 kinase | Q00535+Q15078 | Recombinant CDK5/p35, ADP-Glo luminescence, 60 min | inhibition, % at 10 µM | 330,000 tested, 0.01% active;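 active = highest replicate inhibition of at least 50% and at least 75% of replicates reaching 50%; inconclusive = only one of the two criteria met; inactive = both criteria failed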;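 also: plate controls were DMSO neutral control for no effect and GW8510 at 10 µM for full effect; many of its hits are not listed in these tables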
Target sequence (Q00535 whole entry, looked up): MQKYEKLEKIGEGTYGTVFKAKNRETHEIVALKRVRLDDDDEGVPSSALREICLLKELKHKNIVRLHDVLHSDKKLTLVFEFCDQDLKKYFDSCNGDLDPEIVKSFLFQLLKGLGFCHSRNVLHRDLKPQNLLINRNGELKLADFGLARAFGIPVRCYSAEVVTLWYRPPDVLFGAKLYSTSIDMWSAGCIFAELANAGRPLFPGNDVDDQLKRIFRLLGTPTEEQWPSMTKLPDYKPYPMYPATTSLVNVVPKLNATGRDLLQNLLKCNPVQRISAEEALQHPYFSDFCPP
Target sequence (Q15078 whole entry, looked up): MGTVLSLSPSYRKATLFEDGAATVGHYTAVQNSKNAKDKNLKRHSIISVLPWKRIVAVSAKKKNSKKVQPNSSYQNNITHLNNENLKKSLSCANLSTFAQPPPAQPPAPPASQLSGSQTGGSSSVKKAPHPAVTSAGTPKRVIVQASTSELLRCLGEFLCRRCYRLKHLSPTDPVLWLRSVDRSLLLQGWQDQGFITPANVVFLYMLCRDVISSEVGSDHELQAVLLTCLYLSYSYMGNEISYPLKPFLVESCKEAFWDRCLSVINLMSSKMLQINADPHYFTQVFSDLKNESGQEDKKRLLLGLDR
RTF Ca sens act: cardiac RTF calcium sensitization. IANBD-labeled TnC RTF fluorescence at EC20 calcium; 0% EC20 calcium, 100% full calcium. activation, % at 7.2 µM. 340,000 tested, 0.24% active;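 active = activation above the mean over all tested compounds plus 3 SD, cut at about 30% in these data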;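 also: rise in fluorescence read as greater calcium sensitivity of cardiac thin filaments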
Wnt act: activators of Wnt/beta-catenin signaling; 300,000 tested, 1.2% active; Wnt/beta-catenin reporter cell assay, activator, plate reader; AID 743398; activation, % at 9.35 µM; in the data active = activation above about 30%, passing the limit was not always enough; inconclusive = no clear call, values can overlap the other calls;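 also: 0% = neutral control wells and 100% = positive control wells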
MITF act: increases MITF-driven TRPM1 promoter luciferase signal; SK-MEL-5 TRPM1-promoter luciferase, 24 h; % of positive control, neutral wells = 0; activation, % at 12.5 µM; 300,000 tested, 0.75% active; AID 588334;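 active = mean activation of at least 80% with every replicate also reaching 80%; inconclusive = mean reaches 80% but some replicate falls short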;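 also: 0% = neutral control wells and 100% = parthenolide positive control wells; values of inactives mirror those of a sister screen read the other way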
PvdQ acylase: P. aeruginosa PvdQ acylase inhibition. inhibition, % at 10 µM. 340,000 tested, 0.063% active. AID 488965. purified PvdQ acylase, fluorescence plate reader; in the data active = inhibition above about 30%, passing the limit was not always enough; inconclusive = no clear call, values can overlap the other calls;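 also: 0% = vehicle neutral wells and 100% = reference inhibitor wells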
An asterisk follows results filed as active; i = inactive; ? = inconclusive; . = no result given; & = joins results of further samples; ! = a repeat was not active. Only part of the results is shown, so the mix of outcomes need not match the whole.

canonical_smiles	Rtt109 Vps75	HTR5A ag ctr	SR-BI DiI-HDL act	SR-BI HDL uptake	dFosB act	CDK5 inh	RTF Ca sens act	Wnt act	MITF act	PvdQ acylase
CCCC1(c2ccccc2)NC(=O)N(CC(=O)N(C)Cc2c(F)cccc2Cl)C1=O (configuration not stated)	?	-5	2	-2	-4	0.5	-3	-2	3	-17
O=C1c2c(O)ccc(O)c2C(=O)c2c(NCCNCCO)ccc(NCCNCCO)c21	4&-7	-6&-7	-8&-9	8&9	-276	1.0&5.0	-1&6	-24&-23	-85	-15&-15
CN(C)S(=O)(=O)n1cc(/C=C(\NC(=O)c2ccccc2)C(=O)NCCCn2ccnc2)c2ccccc21	6	-3	24	-24	2	1.3	-3	0	13	-6
C[C@@H]1C[C@H]2[C@@H]3CCC4=CC(=O)C=C[C@]4(C)[C@@]3(Cl)[C@@H](O)C[C@]2(C)[C@@]1(OC(=O)c1ccco1)C(=O)CCl	5	4	-8	8	1	-1.8	3	-5	-1	-5
N=c1nc(N2CCCCC2)cc(N)n1O	2&-2	1&-1	23&-2	-2&2	2&1	-0.2&1.2	5&2	-2&0	10&4	-7&-8
CC(C)(C)NCC(O)COc1cccc2c1CC(O)C(O)C2 (configuration not stated)	-8	-1	2	-2	-2	-0.5	-4	30	-5	-5
Cc1scc2c1N(C(=O)CN1CCN(C)CC1)c1ccccc1NC2=O	-7	1	-9	9	7	-0.9	5	-3	14	-9
CCCOc1ccc(C(=O)OCCN(CC)CC)cc1N	20	7	1	-1	-3	0.6	4	-1	-7	3
CC[C@]12CCCN3CCc4c(n(c5ccccc45)[C@](O)(C(=O)OC)C1)[C@@H]32	8	3	10	-10	-4	-0.7	4	-1	3	7
CCc1cccc(CC)c1NC(=O)CN(CC(=O)O)CC(=O)O	8	-2	1	-1	-2	1.7	-3	-1	-6	5
O=C(O)Cc1cn(-c2ccccc2)nc1-c1ccc(Cl)cc1	-5	-4	31	-31	-12	-0.6	-3	3	-6	-13
Cc1c(C)n(Cc2ccccc2)c2ccc(C(=O)OCCN(C)C)cc12	2	-5	-17	17	-7	-1.7	11	-1	40	-10
Cc1cc(=O)oc2cc(O)ccc12	-10	6	8	-8	4	1.3	2	-2	.	-39
O=C(c1ccccn1)N(Cc1cccs1)C1(C(=O)NC2CCCCC2)CCCCC1	1	-3	-26	26	-11	-0.1	21	-1	-1	-6
CCCC(=O)O[C@]1(C(=O)COC(C)=O)CC[C@H]2[C@@H]3C[C@H](F)C4=CC(=O)C=C[C@]4(C)[C@@]3(F)[C@@H](O)C[C@@]21C	1	4	25	-25	-15	-1.1	-1	-2	18	-8
Cn1ccc2cc3c(cc21)CCN3C(=O)Nc1cccnc1	-11	-4	-31	31	4	1.8	1	-3	45	0
CCCCOc1cc(C(=O)OCCN(CC)CC)ccc1N	-16&5	1&6	16&7	-16&-7	3&-2	2.4&-3.8	3&8	3&-4	3&10	-5&3
C/C(=N\NC(=S)NCc1ccccc1)C1CCCCC1	-17	2	-4	4	1	1.1	1	-2	1	1
CCCCCCCCCCCCCCCC(O)C(N)CO (configuration not stated)	11	-1	2	-2	-17	0.7	-1	1	-8	-2
CN(C)C/C=C(\c1ccc(Br)cc1)c1cccnc1	6	3	3	-3	-1	-0.6	4	12	3	-8
CCCC(=O)O[C@]1(C(=O)CCl)[C@@H](C)C[C@H]2[C@@H]3CCC4=CC(=O)C=C[C@]4(C)[C@@]3(F)C(=O)C[C@@]21C	2	-2	-4	7	-13	1.6	6	-6	2	-8
COc1ccc(C(=O)c2ccccc2)c(O)c1	11	9	17	-17	-8	-7.4	-3	.	3	-21
O=[N+]([O-])c1cncn1CCN1CCOCC1	-2	0	15	-15	-4	-2.5	1	-2	-8	-6
CN[C@@H]1[C@H](O)[C@H](NC)[C@H]2O[C@@]3(O)C(=O)C[C@@H](C)O[C@H]3O[C@@H]2[C@H]1O	2	1	.	.	5	1.1	0	-1	0	-4
CCC(C(=O)Nc1ccccc1N1CCCC1)c1ccccc1 (configuration not stated)	2	-3	-17	17	-1	-1.8	0	7	-11	0
CC(Cc1cccc(C(F)(F)F)c1)NCCOC(=O)c1ccccc1 (configuration not stated)	-11&2	3&-1	8&-10	-8&10	-13&-7	0.4&-4.0	-1&2	0&-2	1&9	-7&-16
CC(=O)OCC(=O)[C@@]1(O)CC[C@H]2[C@@H]3CCC4=CC(=O)C=C[C@]4(C)[C@@]3(F)[C@@H](O)C[C@@]21C	-7	2	-5	5	7	-0.8	0	-1	11	-11
COC(=O)N/N=C/c1c[n+]([O-])c2ccccc2[n+]1[O-]	-16	3	8	-8	-9	-0.4	7	0	5	12
CC(C)(C)NCC(O)COc1cccc2c1C[C@H](O)[C@H](O)C2 (some centres not stated)	0	1	6	-1	-1	0.2	4	1	0	4
CCN(CCCCOC(=O)c1ccc(OC)c(OC)c1)C(C)Cc1ccc(OC)cc1 (configuration not stated)	1	1	-14	22	-4	0.4	2	-1&-3	2	-1

Entries of single compounds from above:
`O=C1c2c(O)ccc(O)c2C(=O)c2c(NCCNCCO)ccc(NCCNCCO)c21` as listed: Rtt109 Vps75 = 4&-7; HTR5A ag ctr = -6&-7; SR-BI DiI-HDL act = -8&-9; SR-BI HDL uptake = 8&9; dFosB act = -276; CDK5 inh = 1.0&5.0; RTF Ca sens act = -1&6; Wnt act = -24&-23; MITF act = -85; PvdQ acylase = -15&-15
`CCCC(=O)O[C@]1(C(=O)CCl)[C@@H](C)C[C@H]2[C@@H]3CCC4=CC(=O)C=C[C@]4(C)[C@@]3(F)C(=O)C[C@@]21C` as listed: Rtt109 Vps75 = 2; HTR5A ag ctr = -2; SR-BI DiI-HDL act = -4; SR-BI HDL uptake = 7; dFosB act = -13; CDK5 inh = 1.6; RTF Ca sens act = 6; Wnt act = -6; MITF act = 2; PvdQ acylase = -8

Following part
canonical_smiles	Rtt109 Vps75	HTR5A ag ctr	SR-BI DiI-HDL act	SR-BI HDL uptake	dFosB act	CDK5 inh	RTF Ca sens act	Wnt act	MITF act	PvdQ acylase
Cc1nc2c3ccccc3nc(NNC(=O)CCC(=O)N3CCN(c4ccccc4F)CC3)n2n1	3	-2	7	-7	-2	0.6	7	-1	-2	-7
CC1(C)O[C@@H]2C[C@H]3[C@@H]4C[C@H](F)C5=CC(=O)C=C[C@]5(C)[C@@]4(F)[C@@H](O)C[C@]3(C)[C@]2(C(=O)CO)O1	5	9	12	-6	0	0.4	1	-4	16	3
COc1cc(N)c(Cl)cc1C(=O)N[C@H]1CCN(CCCOc2ccc(F)cc2)C[C@H]1OC	-6	8	-75	75*	-6	-6.1	7	-22	4	-3
Nc1c2ccccc2nc2ccccc12	i	-2	7	-7	-12	-1.3	7	69*!	-83	-12
CCCCN(CCCC)CCCOC(=O)c1ccc(N)cc1	16	3	-2	4	5	0.7	5	-6	7	-4
CC(C)NNC(=O)c1ccncc1	-5	3	4	-4	5	0.1	3	-1	9	-11
CC1O[C@@H](OCC2O[C@@H](Oc3cc(O)c4c(c3)OC(c3ccc(O)cc3)CC4=O)[C@H](O)[C@@H](O)[C@@H]2O)[C@H](O)[C@H](O)[C@H]1O (some centres not stated)	-13	-4	6	-6	1	-0.6	-2	-2	-9	-6
O=C(NC1CCN(CCc2c[nH]c3ccccc23)CC1)c1ccccc1	2	-3	9	-9	-2	-4.3	-2	1	-4	-13
O=C(Nc1cc(-c2ccccc2)nn1-c1ccccc1F)c1ccc([N+](=O)[O-])cc1	1	-1	-34	34	-7	-0.4	-3	7	0	-14
C[C@H](CCC(=O)O)[C@H]1CC[C@H]2[C@@H]3[C@H](O)C[C@@H]4C[C@H](O)CC[C@]4(C)[C@H]3CC[C@]12C	0	6	0	0	-13	-0.8	11	6	9	3
CC(=O)Oc1ccc2c(C)cc(=O)oc2c1	0	0	-19	19	-6	-1.3	-4	.	-3	-16
CCCCCCCCCCCCCCC[C@@H](O)[C@@H](N)CO	-3	-1	14	-14	-2	-0.2	-3	-1	-29	-12
O=C(O)c1cc(=O)c2ccccc2o1	-3	7	20	-20	4	-3.1	-1	13	-5	-8
COc1cc(C2Oc3cc(C4Oc5cc(O)cc(O)c5C(=O)C4O)ccc3OC2CO)ccc1O (configuration not stated)	4	0	-17	17	-9	0.6	4	2	13	0
O=C1NC(=S)S/C1=C\C=C\c1ccc([N+](=O)[O-])o1	33	6	-5	5	-11	4.9	-11	-8	-90	1
CCc1ccccc1OC[C@@H](O)CN[C@H]1CCCc2ccccc21	15	3	1	-1	-5	-0.3	2	2	15	17
CN(C)CC/C=C1/c2ccccc2COc2ccc(CC(=O)O)cc21	7	4	10	-10	3	1.0	8	2	-12	9

Just SR-BI DiI-HDL act and HTR5A ag ctr, for six of the compounds above:
compound | SR-BI DiI-HDL act | HTR5A ag ctr
CCc1cccc(CC)c1NC(=O)CN(CC(=O)O)CC(=O)O | 1 | -2
O=C(O)Cc1cn(-c2ccccc2)nc1-c1ccc(Cl)cc1 | 31 | -4
Cc1c(C)n(Cc2ccccc2)c2ccc(C(=O)OCCN(C)C)cc12 | -17 | -5
Cc1cc(=O)oc2cc(O)ccc12 | 8 | 6
O=C(c1ccccn1)N(Cc1cccs1)C1(C(=O)NC2CCCCC2)CCCCC1 | -26 | -3
CCCC(=O)O[C@]1(C(=O)COC(C)=O)CC[C@H]2[C@@H]3C[C@H](F)C4=CC(=O)C=C[C@]4(C)[C@@]3(F)[C@@H](O)C[C@@]21C | 25 | 4

Assay outcomes as filed in PubChem BioAssay.
